MEKK2wt PB1 HTS – raises or lowers MEK5 binding to wildtype human MEKK2 PB1 domain; Q9Y2U5; bead flow cytometry, Alexa488-MEK5 binding to MEKK2 WT; actives lie on both sides; binding response (% of control), % at 10 µM; hit rate 1.1% among 290,000; in the data active = binding response below about 67% or above about 130%
M18AAP inhibitor – PfM18AAP enzyme inhibition | AID 1822 | recombinant PfM18AAP, H-Glu-NHMec fluorogenic cleavage | inhibition, % at 7.35 µM | hit rate 1.2% among 290,000;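 active = inhibition above the campaign mean inhibition over all tested compounds plus 3 SD, cut at about 28% in these data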;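 note: 0% = plate median of test compound wells and 100% = 2 mM ZnCl2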
HCV NS3 hel inh – blocks Hepatitis C virus NS3 helicase unwinding; hit rate 0.56% among 290,000; AID 1800; NS3 helicase DNA unwinding, Cy5 molecular beacon fluorescence; inhibition, % at 10.9 µM;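 active = inhibition above the mean of all tested compounds plus 3 SD, set per campaign, cut at about 35% in these data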;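 note: 0% = DMSO wells and 100% = thioflavine S control wells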
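assay system = NS3 helicase fragment of HCV | buffer or medium = MOPS pH 6.5, MgCl2, DTT, Tween20, BSA | timing = 60 min unwinding reaction at 25 °C after ATP addition | signal = Cy5 beacon fluorescence read at start and 1 h | read-out basis = % inhibition of unwinding | control set = low DMSO, high thioflavine S at 110 µM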
DNA FID counter – fluorescent intercalator displacement, NS3 helicase counter-screen; DNA fluorescent intercalator displacement, fluorescence; inhibition, % at 7.9 µM; hit rate 0.17% among 290,000; in the data active = inhibition above about 37%;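 note: 0% = vehicle and 100% = reference compound; higher means more ethidium bromide displaced from hairpin DNA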
IMP-1 inhibitor – blocks Pseudomonas aeruginosa IMP-1 metallo-beta-lactamase. purified IMP-1, nitrocefin hydrolysis, epi-absorbance fluorescence. inhibition, % at 5.6 µM. hit rate 0.45% among 290,000;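 active = inhibition above the mean plus 3 SD of all compounds in the same screening run, cut at about 4.5% in these data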;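 note: 0% = IMP-1 with DMSO and 100% = DMSO wells lacking enzyme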
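System – purified recombinant IMP-1 beta-lactamase · Input – IMP-1 dispensed at 0.2 nM · Timing – 15 min preincubation plus 25 min reaction at 25 °C · Signal – Epi-absorbance fluorescence, 480 nm excitation, 530 nm emission · Measure – percent IMP-1 inhibition derived from blank-referenced optical density · Controls – Enzyme-plus-DMSO low control, enzyme-free DMSO high control · Replication – singlicate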
VIM-2 inh – inhibitors of Pseudomonas aeruginosa VIM-2 metallo-beta-lactamase | AID 1527 | inhibition, % at 5.6 µM | hit rate 0.89% among 290,000 | purified VIM-2, nitrocefin hydrolysis, epi-absorbance fluorescence;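 active = inhibition above the mean of all tested compounds plus 3 SD, cutoff set per screening run, cut at about 7.5% in these data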;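 note: red hydrolysis product quenches plate fluorescence so inhibitors raise well fluorescence; 0% = enzyme with DMSO and 100% = DMSO without enzyme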
SUMO HTRF inh – inhibitors of human SUMOylation (UBC9); P63279; HTRF SUMOylation assay, SAE1/SAE2 + UBC9, in vitro; inhibition, % at 35 µM; hit rate 0.36% among 290,000; in the data active = inhibition above about 50%, passing the limit was not always enough; note: strong numbers were not always called active
Target sequence (P63279 whole entry, looked up): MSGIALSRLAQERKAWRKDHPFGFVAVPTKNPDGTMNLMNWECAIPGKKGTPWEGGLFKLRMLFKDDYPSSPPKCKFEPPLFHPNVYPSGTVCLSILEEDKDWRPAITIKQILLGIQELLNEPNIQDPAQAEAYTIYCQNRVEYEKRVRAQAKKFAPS
MEKK2mut PB1 HTS – signal of MEK5 binding to mutant human MEKK2 PB1 domain. bead flow cytometry, Alexa488-MEK5 binding to MEKK2 mutant. percent response, % at 10 µM. hit rate 0.35% among 290,000. AID 1530; in the data active = percent response above about 24%, passing the limit was not always enough; note: inactives centre near 1; some results filed as inactive read as strong as hits
NALP1 inh – blocks the NALP1 inflammasome reconstituted in yeast; S. cerevisiae NALP1/ASC/caspase-1 growth, X-gal OD620, 72 h; inhibition, % at 10 µM; hit rate 0.61% among 280,000; in the data active = inhibition mostly above about 24%, no sharp cut-off; inactive = mostly below about 32%; note: some compounds called inactive have numbers as strong as hits
* hit, by the source's call; x = not tested or not shown; & = joins results of further samples.

SMILES	MEKK2wt PB1 HTS	M18AAP inhibitor	HCV NS3 hel inh	DNA FID counter	IMP-1 inhibitor	VIM-2 inh	SUMO HTRF inh	MEKK2mut PB1 HTS	NALP1 inh
CCCCCc1ccc(OCCC[n+]2ccccc2)c(CCCCC)c1	145*	-2	-70	45*	1.0	0.3	14	19	17
O=C(CNC(=O)c1ccc(S(=O)(=O)N2CCCC2)cc1)N/N=C/c1ccc(Cl)cc1	104	-2	-5	-18	-3.9	-1.3	-15	-1	30
O=C(O)c1ccc(-c2sc(Nc3ccccc3)n[n+]2-c2ccc(F)cc2)cc1	95	-2	16	-2	-4.6	-3.9	25	3	13
CC(C)CCN1CCN(C2CSCCSC2)CC1CCO (stereo not drawn)	89	1	1	7	-2.6	-5.8	-19	-7	22
COc1ccccc1NC(=O)CNc1ccc(F)c(Cl)c1	110	-14	-11	-1	-0.9	-0.5	10	18	16
N#Cc1ccccc1NC(=O)CSc1nccn1CCc1ccccc1	95	-16	-3	-16	-1.1	-1.1	-3	-5	6
Cc1ccc2cc(CN(CCCO)S(=O)(=O)c3ccccc3F)c(=O)[nH]c2c1C	100	4	-1	-32	0.4	1.0	-6	-4	9
Cc1nnc(CN(C)C(=O)CC2C(=O)NCCN2Cc2ccccc2C)o1 (stereo not drawn)	103	8	0	-11	-3.2	-6.9	3	6	7
COc1ccc(Cn2c(=O)oc3ccc(C)cc32)cc1	100	2	15	-19	-5.1	-3.3	6	3	5
c1ccc(OCC2CCNCC2)nc1	108	-12	-4	3	-1.7	-1.2	15	4	0
O=C(N/N=C/c1cc([N+](=O)[O-])ccc1O)C1CCCCC1	109	-3	-3	-5	-7.2	-2.8	8	4	18
CC(C)(C)C(=O)CCN1C(=O)C2(OCCO2)c2ccccc21	106	-9	6	-4	-3.1	-1.9	15	16	20
COc1ccc(CC(=O)Nc2cccc3c2CCCC3)cc1	104	-2	-6	-11	-2.9	-1.3	-9	7	-7
OCCNC(=S)Nc1cc(Cl)cc(Cl)c1	102	-6	-2	1	-1.6	0.0	6	11	6
CCCN1C(=O)c2[nH]nc(-c3cc(Cl)c(C)cc3O)c2C1c1ccc(O)c(OC)c1 (stereo not drawn)	84	3	-10	-27	-4.4	-3.9	1	-18	-47
COc1ccc(CCNC(=O)CSCc2ccc(Br)cc2)cc1OC	109	1	-1	-28	-2.0	-2.8	-2	5	-1
O=C(NCc1ccncc1)C(=O)N/N=C/c1ccc(OCc2ccccc2)cc1	86	-14	3	-4	0.1	0.1	13	-13	0
NC(=O)C1(N2CCCCC2)CCN(C2CC(=O)N(Cc3cccs3)C2=O)CC1 (stereo not drawn)	x	-15	13	1	-1.3	0.2	12	x	2
COC(=O)[C@@]1(Cc2ccc(F)cc2)[C@H]2c3cc(C(=O)N(C)C)n(C[C@H](O)CO)c3C[C@H]2CN1C(=O)c1ccccc1	96	1	0	-40	2.4	-2.6	17	-5	23
CCc1ccc(C(N)=S)cc1	101	-3	7	-2	1.1	1.7	-6	-2	4
C=CCNc1ncnc2c1cnn2-c1ccc(OC)cc1	102	-11	3	-6	-1.2	-1.7	17	-1	8
O=C(CN1C(=O)COc2ccccc21)NCc1ccc(C(=O)O)cc1	101	-12	4	4	-4.6	-5.7	13	0	4
COc1ccccc1C/C(N)=N/OC(=O)COc1cc(C)cc(C)c1C	94	-7	-1	-10	-1.3	-0.5	1	-5	6
Cc1ccc(C)c(S(=O)(=O)N2CCCOC2CNC(=O)C(=O)NC2CCCC2)c1 (stereo not drawn)	109	2	-1	-35	-2.8	-2.0	5	6	0
O=C(c1ccc(CS(=O)c2cccc(Cl)c2)o1)N1CCN(c2ccccn2)CC1 (stereo not drawn)	102	-3	0	-49	-1.0	-0.3	14	2	8

A stretch of the results above:
SMILES	MEKK2wt PB1 HTS	M18AAP inhibitor	HCV NS3 hel inh	DNA FID counter	IMP-1 inhibitor	VIM-2 inh	SUMO HTRF inh	MEKK2mut PB1 HTS	NALP1 inh
Cc1ccc(C)c(S(=O)(=O)N2CCCOC2CNC(=O)C(=O)NC2CCCC2)c1 (stereo not drawn)	109	2	-1	-35	-2.8	-2.0	5	6	0
O=C(c1ccc(CS(=O)c2cccc(Cl)c2)o1)N1CCN(c2ccccn2)CC1 (stereo not drawn)	102	-3	0	-49	-1.0	-0.3	14	2	8

New compounds follow
SMILES	MEKK2wt PB1 HTS	M18AAP inhibitor	HCV NS3 hel inh	DNA FID counter	IMP-1 inhibitor	VIM-2 inh	SUMO HTRF inh	MEKK2mut PB1 HTS	NALP1 inh
CCN(CC)C(=O)C1CCN(Cc2cccc(OCc3ccccc3)c2)CC1	114	4	-6	10	-0.6	-2.7	3	12	2
COc1ccc(C(=O)C2CCN(CC(=O)Nc3cc(C)cc(C)c3)CC2)cc1	100	-3	-31	1	-2.8	-0.8	-5	-5	16
CC/C(C)=N/NC(=S)NCc1ccco1	94	16	7	-3	-2.0	1.3	11	-2	14
Fc1ccc(CNCc2ccc(Br)cc2)cc1	103	1	0	7	-2.2	-0.1	10	-1	27
O=C(O)c1ccc(NC(CSCc2ccc(F)cc2)C(=O)O)c([N+](=O)[O-])c1 (stereo not drawn)	99	8	4	2	-5.3	-1.6	7	2	-2
C#CCOCCOCCOCCNc1nc(N2CCN(C(=O)[C@H]([C@@H](C)CC)n3cc(CCCN=C(N)N)nn3)CC2)nc(N2CCN(C(=O)[C@H](CCCCN)n3cc(CCC(=O)O)nn3)CC2)n1	96	-4	-71	4	-2.4	-0.1	2	-4	-4
CC(=O)N1CCN(c2ccccc2NC(=S)NC(=O)c2cc3ccccc3o2)CC1	99	4	-17	-70	-4.3	-4.6	-10	2	3
CCOC(=O)CNC(=O)c1sc2nc(C)cc(C)c2c1N	x	1	-4	-3	-4.5	-2.1	31	x	10
N#CCc1c(C#N)c(N)nc(N2CCN(S(=O)(=O)c3ccccc3)CC2)c1C#N	99	-9	2	-4	-2.0	-0.5	-11	1	-73
COC(=O)C1=C(C)N(Cc2ccco2)C(=O)N[C@H]1c1cccc(C(F)(F)F)c1	97	-8	-7	-30	-4.1	-2.0	-12	1	17
COc1ccc(N(C)S(=O)(=O)c2cccc(C(=O)NCc3ccc4c(c3)OCO4)c2)cc1	105	4	-11	-19	-3.0	-4.3	-12	-1	23
O=C(CSc1nnc2c3ccccc3c3ccccc3c2n1)Nc1ccccc1F	x	5	13	1	-2.0	-0.4	27	x	9
C/C(O)=C(\C#N)c1nc2ccccc2[nH]1	101	-1	5	-2	-4.0	-6.4	15	4	9
O=C(NC1CCN(Cc2ccccc2)CC1)c1c(F)cccc1F	113	-10	-6	-3	-4.4	-1.1	-6	-1	24
COc1ccc(NC(=O)c2cc(-c3cc(OC)c(OC)c(OC)c3)nc3ccccc23)cc1OC	100	5	-26	-37	1.9	0.7	-6	-8	30
CN1CCC2(CC1)C1CN(C)CC=C1C(C#N)=C(N)C2(C#N)C#N (stereo not drawn)	98	6&7	2&5	1&6	1.0&-0.9	2.3&1.1	12&0	-2	10&0
O=C(NCc1ccc(S(=O)(=O)Nc2ccccc2Cl)s1)c1ccccc1	97	-3	4	-8	-0.8	-3.0	9	-11	17
CCCCNc1cc(C)nc(N2CCOCC2)n1	102	5	4	-2	-2.8	-2.3	23	8	17
C[C@H](NC(=O)NCc1cccs1)C(=O)O	98	-8	-4	0	-4.8	0.3	22	-1	x
CCOC(=O)c1cnn(-c2ccccc2)c1NC(=O)c1cccs1	96	-7	-1	-3	-1.6	-3.3	13	-5	-13
COC(=O)c1c(N2C(=O)CCC2=O)sc2c1CCCC2	90	2	14	-3	-4.8	0.1	26	-4	6
Cc1nc(CS(=O)(=O)c2ccccn2)sc1C(=O)NNC(=O)c1c(F)cccc1Cl	97	0	-3	-6	-1.3	-2.0	-1	1	x
Cc1cccc(C(=O)N/N=C/C(C)Cc2ccc3c(c2)OCO3)c1 (stereo not drawn)	98	-4	-4	-8	-2.2	-1.3	-4	27	-1
COc1ccccc1C(=O)Nc1ccc2c(c1)nc(CN1CCCCC1)n2C	103	-2	-2	15	-4.9	-5.0	-1	1	25
O=c1[nH]cnc2scc(-c3ccc(F)cc3)c12	97	-1	-5	4	-3.2	-0.9	2	1	0

Carrying on:
SMILES	MEKK2wt PB1 HTS	M18AAP inhibitor	HCV NS3 hel inh	DNA FID counter	IMP-1 inhibitor	VIM-2 inh	SUMO HTRF inh	MEKK2mut PB1 HTS	NALP1 inh
CCOC(=O)C1=C(CC)OC(N)=C(C#N)C1c1ccc(F)cc1F (stereo not drawn)	96	-6	2	-10	-0.2	2.3	-1	-8	3
CCSc1nnc(CCNS(=O)(=O)c2ccc(C(C)=O)cc2)n1C	103	-2	2	-9	-1.9	-2.5	3	3	13
CC(=O)c1cc(OC(=O)c2ccncc2)ccc1OC(=O)c1ccncc1	105	2	1	4	-5.2	-2.2	13	6	0
O=C1Nc2ccc([N+](=O)[O-])cc2C1=Nc1cccc(CO)c1	87	18	4	3	-1.0	0.2	x	-9	2
O=C(NCCCNC(=O)C(F)(F)C(F)F)C(F)(F)C(F)F	91	3	-7	-1	0.6	-4.0	3	-2	23
CC(C)(C)/C(O)=C/c1nc2cc(Cl)ccc2oc1=O	105	13	4	5	-5.7	-0.7	10	9	4
O=C(Nc1nc2c(Br)cc(Br)cc2c(=O)s1)c1ccco1	102	3	1	-3	-3.1	-2.9	-2	2	x
COC(=O)c1ccccc1NC(=O)CC(=O)Nc1ccccc1C(=O)OC	105	0	10	-28	-2.2	-1.1	6	7	12
CC(NC(=O)c1ccco1)c1ccc2c(c1)OCCO2 (stereo not drawn)	96	-7	-1	-2	-3.2	0.5	4	-6	11

Gathered by group, the compounds so far containing a Cl atom (8)
SMILES	MEKK2wt PB1 HTS	M18AAP inhibitor	HCV NS3 hel inh	DNA FID counter	IMP-1 inhibitor	VIM-2 inh	SUMO HTRF inh	MEKK2mut PB1 HTS	NALP1 inh
O=C(CNC(=O)c1ccc(S(=O)(=O)N2CCCC2)cc1)N/N=C/c1ccc(Cl)cc1	104	-2	-5	-18	-3.9	-1.3	-15	-1	30
COc1ccccc1NC(=O)CNc1ccc(F)c(Cl)c1	110	-14	-11	-1	-0.9	-0.5	10	18	16
OCCNC(=S)Nc1cc(Cl)cc(Cl)c1	102	-6	-2	1	-1.6	0.0	6	11	6
CCCN1C(=O)c2[nH]nc(-c3cc(Cl)c(C)cc3O)c2C1c1ccc(O)c(OC)c1 (stereo not drawn)	84	3	-10	-27	-4.4	-3.9	1	-18	-47
O=C(c1ccc(CS(=O)c2cccc(Cl)c2)o1)N1CCN(c2ccccn2)CC1 (stereo not drawn)	102	-3	0	-49	-1.0	-0.3	14	2	8
O=C(NCc1ccc(S(=O)(=O)Nc2ccccc2Cl)s1)c1ccccc1	97	-3	4	-8	-0.8	-3.0	9	-11	17
Cc1nc(CS(=O)(=O)c2ccccn2)sc1C(=O)NNC(=O)c1c(F)cccc1Cl	97	0	-3	-6	-1.3	-2.0	-1	1	x
CC(C)(C)/C(O)=C/c1nc2cc(Cl)ccc2oc1=O	105	13	4	5	-5.7	-0.7	10	9	4

Bioassay records from PubChem.
